Compound activity as filed in PubChem.
CHO parental Ca – ATP-evoked calcium signal inhibitors, parental CHO, primary screen, counter-screen for OX1R antagonist project, cell-based, fluorescence, Fluo-8 calcium dye; AID 463079, 2010; 330,000 compounds, 0.63% hits; parental CHO-K1, ATP-induced calcium, Fluo-8 fluorescence; inhibition, % at 5.6 µM;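 active = inhibition above that plate's mean sample inhibition plus 3 SD, cut at about 26% in these data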;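 note: 0% = ATP-challenged DMSO wells and 100% = DMSO wells without ATP; some compounds past the cut are filed as inactive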
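Test system: untransfected parental CHO cell line. Compound: one dose, 5.6 µM nominal. Detection: intracellular calcium via Fluo-8 no-wash fluorescent dye. Measure: % inhibition. Benchmarks: ATP-challenged DMSO wells low, unchallenged DMSO wells high.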
M1 PAM parental – nonselective calcium activators in parental CHO-K1 cells, primary screen, counter-screen for M1 PAM project, cell-based, Fluo-8 calcium fluorescence, full deck, 1536-well. ATP EC20; 0% at ATP EC20, 100% at ATP max. activation, % at 3 µM. 360,000 compounds, 0.02% hits. AID 602247, 2012;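 active = activation above the run cutoff, the mean activation of all test compounds plus 3 SD, cut at about 40% in these data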;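 note: peak over basal fluorescence ratio in a 140 s read after ATP addition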
CHRM1 agonist – human M1 muscarinic receptor agonists, primary screen, Fluo-8 calcium fluorescence, CHO-K1 cells, HTS; activation, % at 3 µM; 360,000 compounds, 0.33% hits; CHO-K1 hM1, agonist mode; 0% DMSO, 100% acetylcholine EC100; AID 588814, 2011; Muscarinic acetylcholine receptor M1 (Homo sapiens), P11229;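 active = activation above the run's mean compound activation plus 3 SD, cut at about 16% in these data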;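 note: peak over basal fluorescence ratio within a 140 s kinetic read after compound addition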
Target sequence (P11229 whole entry, looked up): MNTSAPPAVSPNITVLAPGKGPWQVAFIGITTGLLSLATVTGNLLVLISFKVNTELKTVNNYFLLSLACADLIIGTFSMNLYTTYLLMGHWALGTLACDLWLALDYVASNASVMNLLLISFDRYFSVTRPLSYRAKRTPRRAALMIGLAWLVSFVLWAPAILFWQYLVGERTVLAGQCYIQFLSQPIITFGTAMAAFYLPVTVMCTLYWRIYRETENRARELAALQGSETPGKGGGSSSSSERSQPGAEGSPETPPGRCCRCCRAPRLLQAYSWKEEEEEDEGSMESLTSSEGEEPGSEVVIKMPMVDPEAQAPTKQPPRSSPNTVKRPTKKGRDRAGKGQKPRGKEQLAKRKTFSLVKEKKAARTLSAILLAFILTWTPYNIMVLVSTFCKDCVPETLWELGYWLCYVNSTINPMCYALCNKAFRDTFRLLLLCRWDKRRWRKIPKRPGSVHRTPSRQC
CHRM1 PAM – human M1 muscarinic receptor positive allosteric modulators, primary screen, CHO-K1 cells, Fluo-8 calcium fluorescence, 1536-well | Muscarinic acetylcholine receptor M1 (Homo sapiens), P11229 | CHO-K1 hM1, ACh EC20; 0% = ACh EC20, 100% = maximal ACh | activation, % at 3 µM | 360,000 compounds, 0.088% hits | AID 588819, 2011; in the data active = activation above about 19%, passing the limit was not always enough
CHO-K1 Ca antag – nonselective inhibitor or artifact in parental CHO-K1 cells; ATP-induced calcium, Fluo-8 fluorescence; inhibition, % at 3 µM; 360,000 compounds, 0.6% hits; AID 602250;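 active = inhibition above a per-plate cutoff, the plate's mean sample inhibition plus 3 SD, cut at about 24% in these data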;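 note: 0% = DMSO plus EC80 ATP and 100% = DMSO alone without ATP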
CHRM1 antagonist – human M1 muscarinic receptor antagonists, primary screen, CHO-K1 cells, Fluo-8 calcium fluorescence, 1536-well; Muscarinic acetylcholine receptor M1 (Homo sapiens), P11229; CHO-K1 hM1, ACh EC80 antagonist; inhibition, % at 3 µM; 360,000 compounds, 1.3% hits; AID 588852, 2011;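 active = percent inhibition above its own plate's cutoff, namely the mean of that plate's compound wells plus 3 SD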;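 note: peak over basal fluorescence ratio during 140 s after agonist addition; 0% = ACh EC80 plus DMSO and 100% = DMSO alone without agonist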
TAAR1 antag – human TAAR1 antagonists, primary screen, Fluo-8 calcium fluorescence, CHO RD-HGA16 cells; Trace amine-associated receptor 1 (Homo sapiens), Q96RJ0; antagonist; inhibition, % at 3 µM; 360,000 compounds, 1.5% hits; AID 624466, 2012;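 active = inhibition above a per-plate cutoff, the mean inhibition of test compounds on that plate plus 3 SD, cut at about 49% in these data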;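 note: 0% = DMSO plus EC80 beta-PEA response and 100% = DMSO alone without agonist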
Target sequence (Q96RJ0 whole entry, looked up): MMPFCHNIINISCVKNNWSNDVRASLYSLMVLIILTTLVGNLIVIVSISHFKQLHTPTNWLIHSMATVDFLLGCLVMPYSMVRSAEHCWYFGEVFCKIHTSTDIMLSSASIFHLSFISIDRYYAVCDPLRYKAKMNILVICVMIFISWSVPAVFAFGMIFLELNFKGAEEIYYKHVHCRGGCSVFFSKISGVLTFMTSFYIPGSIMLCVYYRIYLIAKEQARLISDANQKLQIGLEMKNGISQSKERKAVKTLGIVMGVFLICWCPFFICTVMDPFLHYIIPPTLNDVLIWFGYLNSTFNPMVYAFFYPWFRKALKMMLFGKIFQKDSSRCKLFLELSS
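Test system: CHO RD-HGA16 cells bearing hTAAR1 | Reagent: β-PEA, EC80 | Compound dosing: 3 µM, single point | Schedule: Dye loading 75 min at 37 °C, then 30 min room temperature | Signal: Calcium fluorescence with Fluo-8 | Evaluation: Percent inhibition of PEA-evoked calcium signal, max/basal emission ratio | Control set: DMSO-only wells and EC80 β-PEA-stimulated wells | Repeats: Singlicate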
M1 ag parental – counter-screen for M1 agonists: effect in parental CHO-K1 cells; Fluo-8 calcium fluorescence; scaled to maximal ATP response, vehicle zero; 360,000 compounds, 0.48% hits; activation, % at 3 µM; AID 602248, 2012; in the data active = activation above about 15%;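 note: untransfected CHO-K1 host cells lacking M1 receptor as counterscreen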
TAAR1 agonist – human TAAR1 agonists, primary screen, Fluo-8 calcium fluorescence, CHO RD-HGA16 cells; Trace amine-associated receptor 1 (Homo sapiens), Q96RJ0; vehicle wells 0%, saturating PEA agonist 100%; activation, % at 3 µM; 360,000 compounds, 0.99% hits; AID 624467, 2012;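 active = activation above the mean activation of all test compounds in the run plus 3 SD, cut at about 38% in these data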
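Repeats: no replicates (n 1) | Material: CHO-derived RD-HGA16 cells with stable Gα16 and human TAAR1 | Technique: Kinetic Fluo-8 calcium fluorescence | Schedule: 17-24 h seeding, 75 min 37 °C dye, 30 min RT | Evaluation: % activation from peak over basal fluorescence ratio, DMSO-to-PEA scaled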
Active calls of the source: *; nt = no result given. Compounds were not picked by outcome (roughly 4.4% active in at least one column).

SMILES | CHO parental Ca | M1 PAM parental | CHRM1 agonist | CHRM1 PAM | CHO-K1 Ca antag | CHRM1 antagonist | TAAR1 antag | M1 ag parental | TAAR1 agonist
Cc1ccc(NC(=O)NCCN2CCCCC2)cc1 | -16 | 11 | -5 | 3 | -7 | -9 | -4 | -0.3 | 1
CCS(=O)(=O)N1Cc2ccccc2CC1C(=O)Nc1nc2ccc(C)cc2s1 (stereo not given) | -5 | 17 | -6 | 4 | -10 | -7 | 2 | 1.2 | 2
COc1cccc(OCc2nnc(SC)n2C)c1 | 6 | 0 | -4 | 5 | 15 | 3 | 16 | -0.1 | 0
CC(=O)c1cccc(OCc2cc(C(=O)NC(C)Cc3cccnc3)no2)c1 (stereo not given) | -20 | -9 | -2 | 5 | 0 | 19 | -9 | 1.2 | 1
O=C(C1c2ccccc2C(=O)N2CCc3ccccc3C12)N1CCN(Cc2ccccc2)CC1 (stereo not given) | -31 | -13 | -3 | 1 | -8 | 1 | -9 | -0.1 | 9
CC(/C=C/c1ccco1)=N/NC(=O)CNc1ccccc1C | -1 | 13 | -6 | 11 | 3 | -9 | -10 | -0.1 | -2
CCCCCC(=O)Nc1ccc(C(=O)N/N=C/c2ccc([N+](=O)[O-])cc2)cc1 | 13 | 9 | -3 | 6 | -8 | -2 | 11 | 0.7 | 3
COc1ccc(Nc2nnc(SCc3cc(=O)n4ccsc4n3)s2)cc1 | -7 | -4 | -6 | -1 | 7 | -2 | 16 | 1.4 | 6
O=C(Nc1cc2c(cc1[N+](=O)[O-])OCCO2)c1cccnc1 | -14 | 10 | 2 | 13 | -9 | -6 | -12 | 0.5 | 3
CN(Cc1nc2ccccc2c(=O)[nH]1)C(=O)c1cccc(NC(=O)c2cccs2)c1 | -22 | -12 | -1 | -7 | 3 | 6 | 23 | 0.7 | 4
O=C(CCSc1ccccc1Cl)Nc1cccc([N+](=O)[O-])c1 | -25 | 5 | -4 | -11 | 3 | 5 | 21 | 6.7 | 4
O=C(NCCc1ccccc1)C(c1ccc(F)cc1)N(C(=O)c1csnn1)C1CC1 (stereo not given) | -13 | 14 | -6 | 11 | -23 | -7 | -7 | 0.9 | -2
CCc1nc2ccccc2c(C(=O)OCC(=O)N(CCOC)c2c(N)n(Cc3ccccc3)c(=O)[nH]c2=O)c1C | nt | 8 | -3 | 12 | -2 | -17 | -9 | 0.7 | 0
Cc1cccc(C)c1NC(=S)N1CCC(c2ccccc2)C1 (stereo not given) | -17 | 18 | -2 | 4 | -23 | -10 | -29 | 1.4 | 3
O=C(Nc1ccccc1)N(CCCN1CCOCC1)Cc1cc2cc3c(cc2[nH]c1=O)OCCO3 | -2 | 3 | -5 | 5 | -1 | 0 | -9 | 0.1 | 2
COCCNC(=O)C(C)N(c1ccc(Oc2ccccc2)cc1)S(C)(=O)=O (stereo not given) | -10 | 4 | -4 | 0 | -1 | 2 | 10 | 0.8 | 9
CCN(CC)C(=O)c1ccc(COc2ccccc2Cl)cc1 | 27 | -7 | -3 | 4 | 6 | 1 | 12 | 2.0 | 3
CC(C)C[C@H](NC(=O)Nc1ccc(Oc2ccccc2)cc1)C(=O)O | 3 | 20 | -8 | 2 | -9 | -3 | -6 | 0.4 | 0
COc1ccc(CNC(=O)CS(=O)Cc2nc(-c3ccccc3C)oc2C)cc1 (stereo not given) | -18 | 2 | -4 | 2 | 2 | -1 | -17 | 0.5 | 0
COc1ccc(-n2nnnc2SCC(=O)N2CCOCC2)cc1 | -2 | 26 | -2 | 6 | -5 | -9 | -3 | 0.5 | -1
Cc1ccc(S(=O)(=O)c2c(N)n(CCCN(C)C)c3nc4ccccc4nc23)cc1 | -22 | 1 | -3 | 10 | -3 | -9 | -3 | 0.4 | 5
COc1cccc(/C=N/NC(=O)c2cc3cc([N+](=O)[O-])ccc3s2)c1O | -1 | 22 | -4 | 11 | -9 | -14 | 4 | 1.2 | 1
COc1ccc2cnnc(SCC(=O)Nc3ccc(C(=O)O)cc3)c2c1OC | -8 | 19 | -4 | 10 | -1 | -7 | -13 | 0.8 | 3
Cc1cccc(C)c1N1C(=O)CCC(C)(C)C1=O | -3 | 0 | 0 | 3 | -6 | -8 | -15 | 0.1 | 1
Oc1ccccc1CNCC12CC3CC(CC(C3)C1)C2 | -12 | 7 | -10 | -8 | 5 | 7 | -10 | 3.7 | 3
Cc1ccc(N/C=C/C(=O)c2cccs2)cc1C | -9 | 12 | -9 | 2 | -10 | -2 | 12 | 0.2 | 5
CC1CCC(NS(=O)(=O)c2ccc(Cl)nc2)CC1 (stereo not given) | -21 | -9 | -3 | 4 | -8 | 6 | -4 | 0.4 | 1
COc1ccc(NC(=O)c2sc(N)nc2-c2ccccc2)cc1 | -2 | 6 | 0 | 8 | -22 | -2 | -9 | 0.7 | 3
O=C(CSc1ccc2nnc(-c3cccnc3)n2n1)Nc1cccc(F)c1 | -4 | 9 | 1 | 3 | 3 | -5 | -5 | 7.4 | 0
CC1CCCC/C1=N/Nc1ccc([N+](=O)[O-])cc1[N+](=O)[O-] (stereo not given) | -17 | 8 | 2 | 13 | -5 | -12 | -9 | 0.3 | 0

Ordered by count of non-hydrogen atoms (high to low): part of the list above.
SMILES | CHO parental Ca | M1 PAM parental | CHRM1 agonist | CHRM1 PAM | CHO-K1 Ca antag | CHRM1 antagonist | TAAR1 antag | M1 ag parental | TAAR1 agonist
Cc1ccc(S(=O)(=O)c2c(N)n(CCCN(C)C)c3nc4ccccc4nc23)cc1 | -22 | 1 | -3 | 10 | -3 | -9 | -3 | 0.4 | 5
O=C(CSc1ccc2nnc(-c3cccnc3)n2n1)Nc1cccc(F)c1 | -4 | 9 | 1 | 3 | 3 | -5 | -5 | 7.4 | 0
COc1ccc(NC(=O)c2sc(N)nc2-c2ccccc2)cc1 | -2 | 6 | 0 | 8 | -22 | -2 | -9 | 0.7 | 3

(next part)
SMILES | CHO parental Ca | M1 PAM parental | CHRM1 agonist | CHRM1 PAM | CHO-K1 Ca antag | CHRM1 antagonist | TAAR1 antag | M1 ag parental | TAAR1 agonist
CC(C)[C@H](NC(=O)c1ccccc1Cl)C(=O)OCC(=O)NC(=O)NCc1ccco1 | -14 | -1 | -1 | 3 | 14 | -1 | -9 | -0.2 | -3
Cn1c(CCc2nc3ccccc3[nH]2)n[nH]c1=S | -5 | 9 | -3 | 2 | -10 | 2 | 4 | -0.5 | 8
O=[N+]([O-])c1cccc(COc2cccc(CO)c2)c1 | nt | 12 | -6 | 2 | 2 | 2 | -9 | 0.3 | 1
CN1C(=O)/C(=C\c2ccccc2OCc2ccccc2)SC1=S | -4 | 1 | -3 | 1 | -11 | 2 | 2 | 0.8 | -1
CCOc1ccc(C2c3c(oc4ccccc4c3=O)C(=O)N2CCCN2CCOCC2)cc1 (stereo not given) | -18 | 15 | -3 | 6 | -5 | -8 | -26 | 0.2 | 0
CCN1CCN(CC(=O)Nc2ccc(S(=O)(=O)N3C(C)CCCC3C)cc2)CC1 (stereo not given) | 0 | 5 | -11 | -24 | -12 | 24* | 9 | 1.4 | -3
CN(CCOc1ccc(Cl)cc1)C(=O)CN1C(=O)NC2(CCCCC2)C1=O | -28 | 10 | -5 | 2 | -6 | -6 | -27 | 2.0 | 1
CCOC(=O)C1=C(C)N=c2s/c(=C\c3cccn3C)c(=O)n2C1c1cccc(OC)c1OC (stereo not given) | -14 | 0 | -1 | 1 | -4 | 6 | -1 | 0.2 | 4
O=C(/C=C/c1ccccc1)NC(=S)NNC(=O)Cc1cccs1 | 12 | 19 | 7 | 3 | -4 | -18 | 2 | 10 | 53*
O=C(NC(=O)c1ccccc1)OCCN1C(=O)c2ccccc2C1=O | -10 | -8 | -4 | 3 | -1 | 2 | -9 | 0.4 | 1
COc1ccc(-c2cc(=O)oc3cc4occ(C)c4cc23)cc1 | -18 | 13 | -5 | 0 | -4 | 3 | 8 | -0.3 | 3
COC(=O)c1ccc(COC(=O)c2ccc(CO)cc2)o1 | -3 | 28 | -7 | 15 | -11 | -8 | 0 | 1.6 | 7
O=c1c2c3nc4ccccc4nc3n(/N=C/c3ccccn3)c2ncn1-c1ccccc1 | -7 | 5 | -2 | 13 | -8 | -17 | 11 | -0.3 | 8
O=c1oc2c(CN3CCN(CCO)CC3)c(O)ccc2cc1-c1ccccn1 | -10 | 22 | -5 | 5 | -13 | -1 | -10 | -0.1 | 1
O=C(CCCOc1ccc(Cl)cc1Cl)NCC1CCCO1 (stereo not given) | 2 | 9 | -4 | 7 | -4 | -8 | -20 | 0.7 | 10
CSc1ncccc1C(=O)OC(C)C(=O)Nc1ccc2c(c1)OCCO2 (stereo not given) | nt | -7 | -2 | 4 | 4 | -7 | -18 | 0.2 | 1
CSCCC(NC=C1C(=O)OC(C)(C)OC1=O)C(=O)O (stereo not given) | -7 | 12 | 1 | 4 | 2 | 2 | -16 | 0.2 | 1
CCCCc1nc2cc(C(=O)NCc3cn(C)nc3C)ccc2o1 | -4 | -20 | 1 | -2 | 6 | 10 | -27 | 3.0 | 1
Cc1cc(C(=O)N/N=C2\CCCC(=O)C2)c(C)n1-c1ccccc1 | -7 | 12 | -5 | 8 | -9 | -15 | -11 | 1.0 | 7
C/C(=C/C(=O)Nc1cccc(F)c1)N1CCCC1 | -14 | 7 | -4 | 9 | 0 | -14 | 3 | 0.0 | -1
COCCN1C(=O)C(=O)/C(=C(/O)c2ccc3c(c2)OCCO3)C1c1ccc(C(=O)OC)cc1 (stereo not given) | -2 | -3 | -2 | 9 | 16 | -7 | -16 | 0.0 | 10
O=CNc1ccc2c3c(cccc13)-c1ccccc1-2 | nt | -11 | 0 | 10 | -3 | -11 | 14 | 2.3 | 6
CN(c1ccc(C(=O)NCC2CCCO2)cc1)S(C)(=O)=O (stereo not given) | 8 | 12 | -1 | 3 | -8 | 8 | -4 | 1.5 | 1
Cn1ncc(C(=O)Nc2ccc(Cl)cc2)c1C(F)(F)F | -11 | 6 | -3 | 0 | -4 | 6 | -18 | 1.7 | 1
CC(=O)c1cccc(OCc2cc(C(=O)NC3CCN(Cc4ccccc4)CC3)no2)c1 | 3 | 18 | -9 | -10 | -15 | -6 | -15 | 9.7 | 2
